NR2E3 ag: inhibitors of NR2E3-RetCOR corepressor binding, primary screen, NR2E3 agonist project, biochemical, TR-FRET, GST-NR2E3, biotin-RetCOR. 1536-well. Photoreceptor-specific nuclear receptor (Homo sapiens), Q9Y5X4. 0.12% of 320,000 active. AID 2300, 2010. inhibition of corepressor binding, % at 4.78 µM;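 active = percent inhibition above the cutoff of mean plus 3 SD of all tested compounds, set per screening campaign, cut at about 20% in these data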;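 note: 0% = DMSO wells and 100% = biotin wells as full block of FRET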
Target sequence (Q9Y5X4 whole entry, looked up): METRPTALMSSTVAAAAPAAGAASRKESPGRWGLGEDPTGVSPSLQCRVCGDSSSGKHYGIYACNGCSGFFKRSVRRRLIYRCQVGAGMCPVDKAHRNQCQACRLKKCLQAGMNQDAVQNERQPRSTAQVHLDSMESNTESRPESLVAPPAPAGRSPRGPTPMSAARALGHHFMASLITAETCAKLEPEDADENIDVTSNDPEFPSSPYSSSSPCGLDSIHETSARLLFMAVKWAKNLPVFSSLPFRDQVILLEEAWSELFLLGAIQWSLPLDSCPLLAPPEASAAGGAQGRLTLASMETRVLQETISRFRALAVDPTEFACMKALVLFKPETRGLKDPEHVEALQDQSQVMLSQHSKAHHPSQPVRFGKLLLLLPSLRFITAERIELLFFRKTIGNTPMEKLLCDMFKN
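Assay system: NR2E3–RetCOR corepressor complex. Quantity: 1.35 nM GST-NR2E3. Buffer or medium: pH 7.5 Tris-based buffer. Reagent: biotinylated RetCOR corepressor at 7 nM final. Schedule: 5 h at 4 °C. Detection: TR-FRET, emission read at 617 and 671 nm. Replicates: one well per compound, singlicate testing.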
Numbers without * were called inactive.

NR2E3 ag	Compound
-3	Cc1c(N=C2NC(=O)/C(=C/c3cccc([N+](=O)[O-])c3)S2)c(=O)n(-c2ccccc2)n1C
-3	OC1(Cc2ccn[nH]2)CCCCC1
2	CCN(CC)CCOC(=O)c1ccc(NC(=S)NC(=O)/C=C/c2ccco2)cc1
1	COc1ccc(-c2[nH]n(-c3ccc([N+](=O)[O-])cc3)c(=O)c2C=NCCN2CCNCC2)cc1
-3	[O-][n+]1onc2c1CCC(=N/O)/C2=N\Nc1ccccc1
0	COc1ccc(C2=NN(C(=O)c3ccco3)C(c3cc4ccccc4nc3Cl)C2)cc1 (centres undefined)
-1	COCCNC(=O)/C(C#N)=c1\s/c(=C\c2ccccc2OC(F)F)c(=O)n1Cc1ccccc1
4	CCOc1cc(N2CCOCC2)c(OCC)cc1NC(=O)COc1ccc2ccc(=O)oc2c1
-1	O=C(/C=C/c1ccc(Br)o1)Nc1nnc(C2CC2)s1
0	O=C(NC(=S)Nc1ccc2c(c1)C(=O)c1ccccc1C2=O)c1ccc(F)cc1
3	Cc1ccc(CN2C(=O)N/C(=C/c3ccc4c(c3)n(C)c(=O)n4C)C2=O)cc1
0	O=S1(=O)CCOCCN1Cc1ccc(Cl)cc1Cl
9	N#Cc1cc2c(nc1SCc1nc3ccccc3[nH]1)CCC2
9	COc1ccc(C2C3=C(Nc4ncnn42)c2ccccc2CC3)cc1OC (centres undefined)
0	Cc1cc(C)c2c(=O)n(CC(=O)NCCCN3CCN(c4ccccc4F)CC3)sc2n1
-2	Cc1ccc(C(=O)N2CCN(c3ncnc4c(-c5ccccc5)nsc34)CC2)cc1
1	CC(C)c1ccccc1NC(=O)c1ccc(CN(c2ccccc2)S(=O)(=O)c2ccccc2)cc1
0	Cc1ccc(C=C2C(Cl)=C(Cl)C(Cl)=C2Cl)cc1
4	COC(=O)c1ccc(C2c3c(oc4cc(C)c(C)cc4c3=O)C(=O)N2CCCN(C)C)cc1 (centres undefined)
0	CN1CCN(CCCNC(=O)c2ccc(CSCc3cccc(Cl)c3)o2)CC1

The listing continues.
NR2E3 ag	Compound
0	COC(=O)c1ccc(C(=O)OC)c(N)c1
-3	Cc1nc2sccn2c(=O)c1CCN1CCC(=C(c2ccccc2)c2ccc(F)cc2)CC1
1	CC1CCN(c2c(NCC3CCC(C(=O)NCCCc4ccccc4)CC3)c(=O)c2=O)CC1 (centres undefined)
-1	CC12CCC(C(=Nc3ccc(N=C4C(=O)C5(C)CCC4C5(C)C)cc3)C1=O)C2(C)C
0	Cc1nc2c(c(=O)n1CCC(C)C)c1nc3ccccc3nc1n2Cc1ccc2c(c1)OCO2
5	CC1=C(C(=O)Nc2ccccc2)C(c2ccco2)C(C#N)=C(SCc2ccccc2)N1 (centres undefined)
2	Cc1ccccc1OCCOc1ccccc1C=C(C#N)C#N
0	Cn1c(SCC(=O)NNC(=S)Nc2ccccc2)nnc1-c1ccncc1
2	O=C(NCc1ccc(/C=c2\sc3n(c2=O)CCN=3)o1)C(=O)Nc1ccccc1
4	Cc1cc(NC(=O)CN2CCN(Cc3ccccc3)CC2)nc2c1c(=O)oc1ccccc12
3	CCOc1ccc(NC(=S)N2CCn3c(nc4ccccc43)C2)cc1
-2	CC(=O)NC[C@H]1CN(c2ccc(N3CCOCC3)c(F)c2)C(=O)O1
2	CC(Cc1ccc(O)c(O)c1)C(C)Cc1ccc(O)c(O)c1 (centres undefined)
-2	O=c1c2[nH]c3ccc(Br)cc3c2ncn1Cc1ccncc1
3	C/C(=C1/C(=O)N(c2ccc([N+](=O)[O-])cc2)N=C1c1ccccc1)N(C)C
-3	CC(C)N1CCC2(CC1)C(C#N)=C(N)NC(S)=C2C#N
2	O=C1c2ccccc2S(=O)(=O)c2cc(N3CCc4ccccc4C3)ccc21
1	Cc1cc2oc(=O)c(CC(=O)NCCCN(C)C)c(C)c2c2occ(C(C)(C)C)c12
0	CN(C)CC#CCCCCCCC#CCN(C)C
1	COC(=O)c1c(N2C(=O)[C@H]3[C@@H](C2=O)[C@]2(C(=O)Nc4ccccc42)N2CCC[C@@H]32)sc(C)c1C

More compounds:
NR2E3 ag	Compound
2	C#CCOCCOCCOCCNc1nc(N2CCN(C(=O)C([C@@H](C)CC)n3cc(C(N)CC(C)C)nn3)CC2)nc(N2CCN(C(=O)[C@H](CCCCN)n3cc(C(N)COC(=O)C(F)(F)F)nn3)CC2)n1 (some centres undefined)
-3	CCSc1ncnc2c1sc1nc(-c3ccco3)c3c(c12)CC(C)(C)OC3
2	O=C(O)c1nn(-c2ccccc2-c2n[nH]c(=O)[nH]c2=O)c(=O)[nH]c1=O
-2	CC(=O)OCC1O[C@@H](O[C@@H]2C[C@H]3C(C)(C)[C@H](OC(C)=O)CC[C@]3(C)[C@H]3CC[C@]45C[C@]4(CC[C@H]5[C@@H](C)C[C@@H](O)[C@H](O)C(C)(C)O)[C@@]32C)[C@H](O)[C@@H](O)[C@@H]1O (some centres undefined)
2	COc1ccc(/C=C(\C#N)C(=O)OCC(=O)NCc2ccc(Cl)cc2)cc1
-5	CC(=O)OC1CCC2(C)C(CCC3C2CC(OC(C)=O)C2(C)C3C[C@@H]3O[C@]4(CC[C@@H](C)CO4)[C@@H](C)C32)C1 (some centres undefined)
2	Cc1ccc(S(=O)(=O)N2CCN(C3CCC(c4ccccc4)CC3)CC2)cc1 (centres undefined)
0	COc1ccc(N2CCN(C(=O)c3ccc4c(c3)NC(=O)C(CSCc3c(F)cccc3Cl)N4)CC2)cc1 (centres undefined)
-1	CCCCCCC(=O)N(O)C1CC(=O)N(c2ccccc2)C1=O (centres undefined)
0	Cc1nc2ccccc2c(=O)n1/N=C1\C(=O)N(C)c2ccccc21
2	CCOc1cc(/C=N/NC(=O)c2cc(C)[nH]n2)ccc1OC(=O)c1ccc([N+](=O)[O-])cc1
1	CCCC(=O)NC(Nc1ccccc1F)C(Cl)(Cl)Cl (centres undefined)
3	CCC1SC2=NCN(c3ccccc3)CN2C1=O (centres undefined)
5	N[C@@H](Cc1cc(I)c(Oc2cc(I)c(O)c(I)c2)c(I)c1)C(=O)O
-1	O=C(CN1C(=O)c2ccccc2C1=O)Oc1ccc(F)cc1
4	COC(C[C@@H]1O[C@H]1[C@H](O)[C@@H](C)OCc1ccccc1)OC
1	CC(C)C1=CC2=CCC3C(C)(C(=O)O)CCCC3(C)C2CC1 (centres undefined) (tested in a mixture with another compound)
-3	C#CCOCCOCCOCCNc1nc(N2CCN(C(=O)[C@H](Cc3cc4ccccc4[nH]3)n3cc([C@@H](N)C(C)CC)nn3)CC2)nc(N2CCN(C(=O)[C@H](CCCCN)n3cc([C@@H](N)CC(C)C)nn3)CC2)n1 (some centres undefined)
-4	CC1(C)NC(=O)N(CCCCOc2ccccc2[N+](=O)[O-])C1=O
1	CC(Oc1ccc(Cl)cc1Cl)C(=O)Nc1ccc(S(=O)(=O)Nc2cnc3ccccc3n2)cc1 (centres undefined)

Continued.
NR2E3 ag	Compound
0	CC(C)(C)c1ccc(-c2nc(O)c(CC(=O)O)s2)cc1
0	COc1ccc(/C=C2\CCCc3c2nc2ccccc2c3C(=O)O)cc1OC
0	Cc1ccc(C(=O)CCC(=O)O)cc1
3	C#CCOCCOCCOCCNc1nc(N2CCN(C(=O)CCCCCCCCCCNC(=O)[C@H](CCCCN)n3cc(C)nn3)CC2)nc(N2CCN(C(=O)CCCCCCCCCCNC(=O)[C@H](CCCN=C(N)N)n3cc(C[C@@H](C)CC)nn3)CC2)n1
0	O=C(NCCNC1CCN(Cc2ccccc2)CC1)c1cccs1
2	O=C(CNc1c(Br)cc(Br)cc1Br)NN=C1CCCCC1
-2	Cn1c(=O)[nH]c(=O)c2c1nc(N1CCCCCC1)n2CCCSc1nnnn1-c1ccccc1
-3	COc1cc(/C=C2/C(=N)N3C(=NC2=O)SN=C3S(=O)(=O)C(C)C)ccc1OS(=O)(=O)c1ccccc1
7	O=C(O)c1cc(-c2ccc(O)cc2)nc2ccccc12
1	COc1ccc(-c2nnc(SCC(=O)N3CCCC3)o2)cc1OC
-2	CCOc1cccc(/C(O)=C2/C(=O)C(=O)N(CCN3CCOCC3)C2c2ccncc2)c1 (centres undefined)
7	Cc1cc(C)c2cc(C#N)c(N3CCCN(S(=O)(=O)c4ccccc4)CC3)nc2c1
-1	Cc1noc(C(=O)Nc2ccc(Cl)cc2)c1Cl
1	O=C(Nc1ccc(F)cc1)C1=CC(=O)N2CCN=C2S1
0	O=C(NCc1ccco1)c1ccc2nc3sc4c(c3c(=O)n2c1)CCCC4
-3	Nc1ccc(C(=O)Oc2ccc([N+](=O)[O-])cc2)c(O)c1
1	CC(=O)N1C(=O)N(C)C2C1N(C)C(=O)N2C(C)=O (centres undefined)
-1	COC(=O)CCC(=O)OC1(C)C(=O)C2=CN(CCN3CCOCC3)C(c3ccc(OC)cc3)=CC2=C(Br)C1=O (centres undefined)
4	Cc1sc(NC(=O)CN(C)C2CCCCC2)nc1-c1ccc2c(c1)CCN2S(=O)(=O)c1ccccc1
1	CCOC(=O)/C(C#N)=C1\SS/C(=C(/C#N)C(=O)OCC)S1

Exported in markdown: part of the list above.
| Compound | NR2E3 ag |
| --- | --- |
| C#CCOCCOCCOCCNc1nc(N2CCN(C(=O)CCCCCCCCCCNC(=O)[C@H](CCCCN)n3cc(C)nn3)CC2)nc(N2CCN(C(=O)CCCCCCCCCCNC(=O)[C@H](CCCN=C(N)N)n3cc(C[C@@H](C)CC)nn3)CC2)n1 | 3 |
| O=C(NCCNC1CCN(Cc2ccccc2)CC1)c1cccs1 | 0 |
| O=C(CNc1c(Br)cc(Br)cc1Br)NN=C1CCCCC1 | 2 |
| Cn1c(=O)[nH]c(=O)c2c1nc(N1CCCCCC1)n2CCCSc1nnnn1-c1ccccc1 | -2 |
| COc1cc(/C=C2/C(=N)N3C(=NC2=O)SN=C3S(=O)(=O)C(C)C)ccc1OS(=O)(=O)c1ccccc1 | -3 |
| O=C(O)c1cc(-c2ccc(O)cc2)nc2ccccc12 | 7 |

(list continues)
NR2E3 ag	Compound
-2	CNC(=O)c1c(NC(=O)c2cc(-c3cc(C)c(C)cc3O)n[nH]2)sc2c1CCCC2
1	COc1ccccc1-c1cc(C(=O)N2CCc3ccccc3C2)c2ccccc2n1
0	COC(=O)c1ccc(CSCc2ccc(C#N)cc2)cc1
4	Clc1ccc(Cn2c(CN3CCCC3)nc3ccccc32)cc1
3	CCOC(=O)C1CCCN(C(=O)CN2CCN(Cc3ccc(Cl)cc3)C2=O)C1 (centres undefined)
1	Cc1ccc(-c2ccc3c(c2)S(=O)(=O)c2ccccc2C3=O)cc1
4	CC(C)c1ccc2oc3nc(N)c(C(=O)O)cc3c(=O)c2c1
1	CCC(c1nnnn1C(C)(C)C)N(Cc1cccs1)Cc1cc2cc(C)c(C)cc2n2nnnc12 (centres undefined)
2	COc1cc2c(C(=O)Nc3ccc4c(c3)OCO4)cn(CC(C)C)c(=O)c2cc1OC
-3	O=S(=O)(c1ccccc1)N1CCCc2ccccc21
4	COC(=O)C/C=C/[C@@H](C)[C@@H](/C=N/O[C@H](C)c1cn([C@@H]2COC[C@H]2O)nn1)NS(=O)(=O)c1ccc(C)cc1
0	CCO[C@H]1OC(C(N)=O)=C[C@@H](C2CC2)[C@@H]1CCCO
-1	Cc1cccc(-n2c(-c3ccco3)nc3nc4ccccc4nc32)c1
3	O=C1c2ccccc2C(=O)N1OS(=O)(=O)c1ccccc1
2	O=C(N/N=C/c1cc([N+](=O)[O-])ccc1O)C1C2CCCCC21 (centres undefined)
2	O=C(Nc1nc2c(ccc3ccccc32)s1)c1cc([N+](=O)[O-])ccc1N1CCOCC1
17	COc1ccc(N=CC2=C(Nc3ccc(OC)cc3)c3c(C)nn(-c4ccccn4)c3CC2)cc1
0	Cc1ccc(C2C3=C(Nc4[nH]n(-c5ccccc5)c(=O)c42)c2ccccc2C3=O)cc1 (centres undefined)
-3	CCCC(C)C(=O)OCC(=O)Nc1ccc(Br)cc1 (centres undefined)
1	COc1ccc2oc(C(=O)c3ccccc3)c(N)c2c1

6 compounds drawn at random from the list so far:
NR2E3 ag	Compound
2	O=C(N/N=C/c1cc([N+](=O)[O-])ccc1O)C1C2CCCCC21 (centres undefined)
4	CC(C)c1ccc2oc3nc(N)c(C(=O)O)cc3c(=O)c2c1
1	COc1ccccc1-c1cc(C(=O)N2CCc3ccccc3C2)c2ccccc2n1
-2	CNC(=O)c1c(NC(=O)c2cc(-c3cc(C)c(C)cc3O)n[nH]2)sc2c1CCCC2
0	Cc1ccc(C2C3=C(Nc4[nH]n(-c5ccccc5)c(=O)c42)c2ccccc2C3=O)cc1 (centres undefined)
-3	CCCC(C)C(=O)OCC(=O)Nc1ccc(Br)cc1 (centres undefined)

(list continues)
NR2E3 ag	Compound
4	CCC(C)C(NC(N)=O)C(=O)NC1CCC(C)CC1 (centres undefined)
4	O=C(O)COc1ccc(-c2nccc(-c3cccs3)n2)cc1
3	CCOC(=O)CSc1nc2ccc(N3CCOCC3)cc2c(=O)n1Cc1ccc2c(c1)OCO2
-1	CCc1ccccc1NC(=S)NN
-2	COc1ccc(S(=O)(=O)N2CC(C)N(S(=O)(=O)c3ccc(OC)cc3)CC2C)cc1 (centres undefined)
-1	COC(=O)c1ccc(C(NC(=O)OCc2ccccc2)/C(F)=C/[C@@H](C)C(=O)NCc2ccc(-c3ccccc3)cc2)cc1 (some centres undefined)

Bioassay records as filed in PubChem BioAssay.

Only part of the results is shown, so the mix of outcomes need not match the whole.
